# HT1080NT lethal = qHTS for induction of synthetic lethality in tumor cells producing 2HG: qHTS for the HT-1080-NT fibrosarcoma cell line; HT-1080-NT fibrosarcoma viability, CellTiter-Glo ATP luminescence, 48 h; Potency, µM (doses to about 46.1 µM), inactives show at the highest dose activity, negative = less viability, hits mostly cytotoxic; actives 1.6% (n = 360,000); AID 686970, 2013;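 also: NT is the 2HG producing partner of a matched IDH1 knockdown line; potency is read from the fitted curve at half-maximal effect; 0% = DMSO-treated cells and -100% = media-only wells without cells; nearly all actives have a fitted effect of over 55% in size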
#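 HT-1080-NT fibrosarcoma cells (2HG-overproducing), 750 cells/well in RPMI with 5% FBS, dosed after 2 h and incubated 48 h at 37C. CellTiter-Glo luminescence normalized to DMSO and no-cell wells; concentration-response curves fitted and classed.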
# HepG2 tox = qHTS for Inhibitors of TGF-b: Cytotox Counterscreen; Potency, µM (titrated, usually from 46.1 µM), for inactives: at the highest dose activity change, negative = cytotoxicity, hits mostly cytotoxic; HepG2 CAGA-GFP viability, ATP luminescence, 18 h; actives 0.76% (n = 410,000); also: potency is read from the fitted curve at half-maximal effect; some results filed as inactive show a strong effect at the top dose
#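 HepG2 CAGA-GFP cells (1000/well, DMEM with 1% FBS) received compound, then TGF-beta at 500 pg/mL final, and were incubated 18 hours at 37 degrees C. Viability was read by CellTiter-Glo luminescence. Media-only wells were set as complete cell-killing and DMSO as no toxicity.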
# KB-3-1 tox = qHTS assay for MDR1-selective chemotherapeutics: Primary screen using the parental adenocarcinoma cell KB-3-1. KB-3-1 viability, CellTiter-Glo ATP luminescence, 72 h. Potency, µM (titrated, usually from 46.1 µM), for inactives: at the highest dose activity change, negative = cytotoxic, actives largely listed as cytotoxic. actives 1.4% (n = 400,000). AID 1347075, 2019; also: potency is read from the fitted curve at half-maximal effect; % is scaled to controls: 0 for no effect and ±100 for the full control effect; nearly all actives have a fitted effect of over 60% in size
#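 72 h, 37 °C compound treatment of KB-3-1 parental cells; CellTiter-Glo added, 10 min, luminescence read. Data corrected against DMSO-only plates and normalized before curve fitting.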
# ATXN viability = Viability Counterscreen for Primary qHTS for Inhibitors of ATXN expression. S2 cells (HEK-293 line with an ATXN2-luciferase reporter) viability, CellTiter-Fluor protease fluorescence, 24 h. Potency, µM (top dose mostly 56.7 µM), usual class: cytotoxic. actives 0.49% (n = 400,000); also: potency is read from the fitted curve at half-maximal effect; nearly all actives have a fitted effect of over 40% in size
# MCF10A rerep = A quantitative high throughput screen for small molecules that induce DNA re-replication in MCF 10a normal breast cells. MCF 10A DNA re-replication, Hoechst nuclear intensity, 48 h. Potency, µM (highest dose often 46.1 µM), for inactives: at the top dose activity, positive = re-replication, most hits filed as activators. actives 2.9% (n = 350,000). AID 624296, 2012; also: potency is read from the fitted curve at half-maximal effect; % of control where 0% means no effect; nearly all actives have a fitted effect of over 50% in size
# ATXN2 expr inh = Primary qHTS for Inhibitors of ATXN expression; Potency, µM (highest dose often 57 µM), without a hit: top-dose activity change, negative = inhibition, hits mostly inhibitors; HEK-293 ATXN2-luciferase reporter, luminescence, 24 h; actives 0.72% (n = 360,000); also: potency is read from the fitted curve at half-maximal effect; % is scaled to controls: 0 for no effect and ±100 for the full control effect; nearly all actives have a fitted effect of over 55% in size
#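 qHTS (up to 57 uM final) was run with 24 h compound exposure of reporter cells at 37 °C. Each well was multiplexed: SteadyGlo luminescence measured ATXN2-luciferase expression after a fluorogenic Gly-Phe-AFC viability readout (25 uM final).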
# IL1B secr inh = qHTS for Inhibitors of Inflammasome Signaling: IL-1-beta AlphaLISA Primary Screen; THP-1 LPS/ATP IL-1B secretion, AlphaLISA, 16 h; active compounds read low; activity change, % at 57.5 µM; actives 4.7% (n = 360,000); in the data active = activity change below about -50%; inconclusive = mostly about -30% to -49%; also: % is scaled to controls: 0 for no effect and ±100 for the full control effect
#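 THP-1 cells pretreated 1 hr with compounds (up to 57.5 uM final), then stimulated with LPS (250 ng/mL final) plus ATP (1.25 mM final); secreted IL-1B measured by AlphaLISA after 16 hr, decreased signal indicating inhibition.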
# HT1080 IDH1KD tx = qHTS for induction of synthetic lethality in tumor cells producing 2HG: qHTS for the HT-1080-IDH1KD cell line | HT-1080 IDH1 knockdown viability, ATP luminescence, 48 h | Potency, µM (series often up to 46.1 µM), inactives show at the top dose activity, negative = toxicity, most hits filed as cytotoxic | AID 686971, 2013 | actives 2% (n = 360,000);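 also: potency is read from the fitted curve at half-maximal effect; 0% = DMSO wells and -100% = cell-free medium wells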
#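 HT-1080-IDH1KD cells (IDH1 knocked down), 750/well in RPMI with 5% FBS, treated with compound 48 h at 37 degrees C. Viability by CellTiter-Glo luminescence, normalised to DMSO and no-cell wells; concentration-response curves classed.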
# SW480 rereplic = A quantitative high throughput screen for small molecules that induce DNA re-replication in SW480 colon adenocarcinoma cells | SW480 DNA re-replication, Hoechst DNA content imaging, 48 h | Potency, µM (doses to about 46.1 µM), inactives show at the highest dose re-replication activation, usual class: activators | actives 1.8% (n = 340,000) | AID 624297, 2012; also: potency is read from the fitted curve at half-maximal effect; % of control where 0% means no effect; nearly all actives have a fitted effect of over 55% in size
#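 Hoechst fluorescence of nuclei (405 nm excitation, 500-530 nm emission) measured by plate-scanning imager after 48 hr compound exposure at 37 C; re-replication scored as increased number of nuclei with elevated intensity.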
# * marks the source's active call; other numbers are inactive results; i = inactive; ? = inconclusive; . = not tested or not shown; [ ] = dose if it differs, or a comment. Unless noted, calls follow the shape of the dose curve; as a rule, active = well fitted curve in the direction sought with a large enough effect; inconclusive = small, poorly fitted or top-dose-only effect, or another doubt; inactive = no such curve, though single readings can be large; an effect the other way counts as inactive or inconclusive. Not a hit list; any-hit rate near 8.9%.
canonical_smiles	HT1080NT lethal	HepG2 tox	KB-3-1 tox	ATXN viability	MCF10A rerep	ATXN2 expr inh	IL1B secr inh	HT1080 IDH1KD tx	SW480 rereplic
CCN(CC)C(=O)CSc1nnc(C2CCCCC2)o1	16%	-9%	3%	i	3%	28%	-5	6%	-1%
CCCOc1ccc(-c2nc(OC)c3ccccc3n2)cc1	-2%	-11%	-4%	i	?	3%	21	1%	-3%
Nc1cccc(/C=C/c2ccncc2)c1	2%	-17%	1%	i	0%	.	-11	-6%	-7%
O=C(C1CCN(c2nnc(-n3cccc3)s2)CC1)N1CCCCC1	-1%	17%	2%	i	-1%	11%	1	1%	-11%
COc1ccc(CNC(=O)O[C@@H]2C[C@H]3C(=O)N(c4ccccc4)C(=O)[C@H]3[C@@]3(CN(S(=O)(=O)c4ccc(C)cc4)C[C@H]3C)[C@@H]2O)cc1OC	-8%	-13%	0%	i	.	-34%	-64*	-14%	.
c1ccc2c(c1)OCCOCCOCCO2	?	10%	9%	i	?	4%	-13	1%	2%
O=C(CNC(=O)c1cccs1)OCC(=O)c1cccs1	3%	2%	0%	?	-2%	3%	10	6%	3%
Cc1cc(C)c2nc(SCC(=O)NCCC3=CCCCC3)cc(C)c2c1	6%	-14%	13%	i	10%	0%	9	7%	3%
CCCCc1nc2cc(C(=O)N3CCCCC3CCNC(C)=O)ccc2o1 (configuration not stated)	10%	-3%	-33%	i	?	7%	16	13%	?
O=C(C[C@@H]1C=C[C@@H](NC(=O)Nc2cccc(F)c2)[C@@H](CO)O1)NCC1CCCCC1	17%	.	-9%	.	.	.	-20	21%	.
Cc1ccc(/C=N/NC(=O)c2nnn(-c3nonc3N)c2-c2ccc3c(c2)OCO3)s1	-2%	8%	-30%	i	2%	-12%	5	-17%	3%
COc1ccc(OC)c(NC(=O)Cn2cnc3onc(-c4ccc(Cl)cc4)c3c2=O)c1	.	-42%	?	?	.	-23%	.	.	.
CCOc1ccc(S(=O)(=O)NCCC(=O)NCCOc2ccccc2)cc1	4%	4%	9%	i	?	-10%	-2	0%	?
COc1cc(C2C(C(=O)c3ccco3)=C(O)C(=O)N2Cc2cccnc2)cc(OC)c1OC (configuration not stated)	2%	-22%	6%	i	18%	-2%	-4	9%[9.24 µM]	0%
Cc1ccc(C(=O)NCC(=O)N/N=C/c2sccc2C)cc1[N+](=O)[O-]	9%	26%	-1%	i	13%	.	6	6%	-35%[inhibitor]
CNC(=O)CC(C(=O)O)c1ccc(OC(C)C)cc1 (configuration not stated)	9%	2%	50%	?	1%	3%	15	9%	-1%
Cc1cc(C(=O)NCCN2CCOCC2)c2ccccc2n1	2%	10%	1%	.	3%	.	12	-2%	-10%
O=C(CSc1nnc(CNC(=O)c2cccs2)o1)NC1CCCC1	-13%	-24%	-7%	i	1%	-2%	7	1%	-2%
COC(=O)c1sc2nc(C)c([N+](=O)[O-])c(C)c2c1N	-4%	-1%	?	i	3%	15%	17	-4%	14%
C=CCn1c(=NC(=O)CC)n(C)c2ccccc21	16%	-2%	3%	i	9%	4%	22	10%	-2%
O=C(NC1CCCCCCC1)C1CCN(S(=O)(=O)N2CCCC2)CC1	4%	-2%	3%	i	-4%	4%	-16	-1%	0%
Cn1nc(C(=O)OCC(=O)N(Cc2ccccc2)C(C)(C)C)c2ccccc2c1=O	-9%	-3%	0%	i	6%	-5%	11	2%	-1%
COCCN(C(=O)COC(=O)C1CC(=O)N(c2ccc(C)cc2)C1)c1c(N)n(Cc2ccccc2)c(=O)[nH]c1=O (configuration not stated)	1%	-2%	-4%	i	.	.	-5	2%	.
O=C(Cc1ccc(-n2cccc2)cc1)NC1CCCCCC1	5%	-14%	6%	i	-8%	-3%	17	-21%	-5%
NCc1nc2cccnc2n1Cc1ccccc1Cl	.	1%	-10%	i	.	15%	.	.	.
CCCS(=O)(=O)N1CCN(S(=O)(=O)c2ccccc2)CC1	0%	-1%	-3%	i	1%	0%	-3	-7%	-2%
CCOc1cc(/C=C2/C(=O)ON=C2C)ccc1O	8%	-4%	12%	i	-1%	14%	-10	-1%	-8%
C[C@@]12C(=O)Nc3ccc(Br)cc3C(=O)N1[C@H]1c3cc(Cl)ccc3OC[C@@H]1[C@@H]2c1ccccc1	-16%	-23%	-23%	i	9%	-9%	-16	-11%	8%
O=C(c1cccc(Cl)c1)N1CCC(c2nc3ccccc3[nH]2)CC1	0%	2%	?	i	5%	-20%	16	4%	-8%
Cn1c(=O)c2c(ncn2CC(=O)Nc2cc(S(=O)(=O)N3CCCCC3)ccc2O)n(C)c1=O	3%	2%	9%	i	-2%	-1%	14	16%	-12%
CCCN(C)C1CN(Cc2cn(Cc3ccccc3)nn2)S(=O)(=O)C1 (configuration not stated)	-2%	.	19%	i	.	15%	9	6%	.
CCCC(=O)N1CCN(c2ccc(NC(=S)NC(=O)c3cccc(C)c3)cc2)CC1	-3%	9%	?	?	12%	?	-65*	-1%	-5%
Cc1ccc2nc(NC(=O)CSc3nnc(C)c(=O)n3N)sc2c1	1%	-16%	-8%	i	-2%	16%	3	11%	-4%
CC(=O)Nc1c2c(nn1-c1ccc(C)cc1C)CS(=O)C2 (configuration not stated)	-3%	-33%	8%	i	7%	.	14	0%	-5%
CC(OC(=O)c1cc[n+]([O-])cc1)C(=O)NCc1ccccc1 (configuration not stated)	0%	0%	1%	i	0%	12%	12	-6%	-4%
CCOc1ccc(-c2noc(COC)n2)cc1OC	16%	-10%	0%	i	1%	18%	-2	-1%	-4%
COC(CN(C(=O)CCl)C(C(=O)NC1CCCC(C)C1C)c1ccc(C)cc1)OC (configuration not stated)	-1%	-34%	-15%	?	?	-23%	-100*	-1%	-6%
Cc1ccc(NS(=O)(=O)c2cc3[nH]c(=O)c(=O)[nH]c3cc2C)cc1Cl	.	-14%	8%	i	.	2%	.	.	.
O=C(Nc1ccccc1C(=O)Nc1ccccc1)c1ccccc1F	1%	-32%	3%	i	-6%	.	9	-2%	-8%
Cc1ccc(N2CC(NC(=O)C(=O)c3c(C)[nH]c4ccccc34)CC2=O)cc1C (configuration not stated)	-2%	-3%	-5%	i	-8%	9%	3	-1%	?
CS(=O)(=O)c1ccc(NCCc2ccccn2)c([N+](=O)[O-])c1	-1%	-4%	7%	i	-1%	33%	0	-3%	-4%
Cc1ccc(/C=N/NC(=O)c2cc(C)oc2C)o1	6%	-12%	21%	i	-1%	6%	-20	4%	4%
COc1ccc(NS(=O)(=O)c2cccc(C(=O)N/N=C/c3cn(-c4ccccc4)nc3-c3ccc(OC)cc3)c2)cc1	18%	15%	?	i	-11%	35%[activator]	-9	19%	-5%
Cc1nc(NC(=O)CCc2ccccc2)ccc1Br	-3%	-16%	?	i	69%	37%	-9	-5%	-3%
O=C(NNS(=O)(=O)c1ccccc1)c1ccccc1-n1cccc1	22%	5%	3%	i	1%	2%	13	4%	3%
O=C(O)CCCCCNC(=O)CCn1nnc2ccccc2c1=O	-3%	7%	8%	i	0%	0%	-5	-3%	-8%
CN(C)/C=N/C(=S)Nc1ccccc1F	7%	-13%	0%	i	0%	12%	10	6%	-8%
CN(CC(=O)Nc1ncn[nH]1)S(=O)(=O)c1ccc(Br)cc1	3%	-3%	8%	i	-2%	-5%	5	16%	-2%
CCOC(=O)[C@H]1[C@H]2COc3ccc(Cl)cc3[C@@H]2N2C(=O)CN(Cc3ccc(Cl)cc3)C(=O)[C@@]12C	1%	-1%	?	i	-2%	0%	-18	-21%	-5%
COc1ccc(O)c(C(=O)c2cc(C#N)c(=O)n(Cc3ccccc3)c2)c1	-3%	5%	-10%	?	1%	5%	-3	-11%	18%

# Next part.
canonical_smiles	HT1080NT lethal	HepG2 tox	KB-3-1 tox	ATXN viability	MCF10A rerep	ATXN2 expr inh	IL1B secr inh	HT1080 IDH1KD tx	SW480 rereplic
O=C(CNC(=O)c1nn(Cc2ccccc2)c(=O)c2ccccc12)Nc1ccc(F)c(F)c1F	1%	-6%	-7%	i	22%	-11%	39	0%	?
Cc1ccc2c(CN3CCN(S(=O)(=O)c4ccccc4C(F)(F)F)CC3)cc(=O)oc2c1	1%	-30%	-11%	i	1%	.	10	-13%	1%
COc1ccc(N2CCN(C(=O)COc3ccc4c(C)cc(=O)oc4c3)CC2)cc1	15%	7%	14%	i	1%	-19%	-26	24%	-3%
CCCS(=O)(=O)NC(=O)C1(C)CCCN(C(=O)c2cccc(C)c2C)C1 (configuration not stated)	?	-10%	0%	i	.	13%	28	16%	.
CC1(C(=O)Nc2ccc3c(c2)OCO3)CCN1Cc1cccc2c1OCO2 (configuration not stated)	-19%	4%	?	?	.	-24%	-19	-7%	.
COc1ccc(/C=C/c2c([N+](=O)[O-])c(=O)n(C)c(=O)n2C)c(OC)c1OC	-20%	-2%	?	i	?	0%	-58*	-16%	?

# Screens deposited in PubChem BioAssay by National Center for Advancing Translational Sciences (NCATS).
